From PubChem BioAssay
HT1080-NT tox: kills 2HG-producing HT-1080-NT fibrosarcoma cells; HT-1080-NT fibrosarcoma viability, CellTiter-Glo ATP luminescence, 48 h; Potency, µM (highest dose often 46.1 µM), for inactives: top-dose activity, negative = less viability, most hits filed as cytotoxic; hit rate 1.6% among 360,000; AID 686970;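 further: NT is the 2HG producing partner of a matched IDH1 knockdown line; potency means the concentration at half of the fitted maximal effect; 0% = DMSO-treated cells and -100% = media-only wells without cells; nearly all actives have a fitted effect of over 55% in size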
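Viability by CellTiter-Glo luminescence after 48 h compound exposure at 37C of HT-1080-NT cells (750/well, RPMI, 5% FBS). % activity scaled between DMSO wells and medium-only wells, then curve-fitted and categorized by curve class.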
MCF10A rerep: induces DNA re-replication in MCF 10a normal breast cells. MCF 10A DNA re-replication, Hoechst nuclear intensity, 48 h. Potency, µM (top dose mostly 46.1 µM), without a hit: at the highest dose activity, positive = re-replication, most hits filed as activators. hit rate 2.9% among 350,000; further: potency means the concentration at half of the fitted maximal effect; % of control where 0% means no effect; nearly all actives have a fitted effect of over 50% in size
GLP1R cytotox: cytotoxic in the GLP-1 receptor inverse agonist counter-screen; HEK293 cAMP-luciferase reporter cells, luminescence, 24 h; Potency, µM (top dose mostly 38.3 µM), without a hit: at the highest dose activity change, negative = inhibition, most hits filed as inhibitors; hit rate 0.13% among 410,000;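 further: loss of luciferase light is scored as toxicity; potency means the concentration at half of the fitted maximal effect; on the % scale 0 is the no-effect control and ±100 the full control effect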
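Compound-treated cells are incubated 24 hr at 37 deg C under 5% CO2 after a 12 hour attachment period, then luciferase detection reagent is added and luminescence is measured following 12 min at room temperature; lowered signal indicates toxicity.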
IL1B secr inh: inhibitors of inflammasome signaling (IL-1 beta secretion); activity change, % at 57.5 µM; hit rate 4.7% among 360,000; THP-1 LPS/ATP IL-1B secretion, AlphaLISA, 16 h; hits give low values; AID 743279; in the data active means activity change below about -50%; inconclusive means mostly about -30% to -49%; further: on the % scale 0 is the no-effect control and ±100 the full control effect
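Secreted IL-1B measured by AlphaLISA bead assay after 16 h compound exposure of THP-1 cells; compounds (final up to 57.5 uM) added 1 h before LPS (250 ng/mL) and ATP (1.25 mM) stimulation; lower signal means less secretion.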
D3 ag: D3 dopamine receptor (human) agonism. P35462. D3R DiscoveRx beta-arrestin cells, luminescence, 90 min. max activation, %. hit rate 0.58% among 410,000; in the data active means max activation above about 30%; further: 0% is about no effect; mostly tested at two doses, the higher about 12 µM
Target sequence (P35462 whole entry, looked up): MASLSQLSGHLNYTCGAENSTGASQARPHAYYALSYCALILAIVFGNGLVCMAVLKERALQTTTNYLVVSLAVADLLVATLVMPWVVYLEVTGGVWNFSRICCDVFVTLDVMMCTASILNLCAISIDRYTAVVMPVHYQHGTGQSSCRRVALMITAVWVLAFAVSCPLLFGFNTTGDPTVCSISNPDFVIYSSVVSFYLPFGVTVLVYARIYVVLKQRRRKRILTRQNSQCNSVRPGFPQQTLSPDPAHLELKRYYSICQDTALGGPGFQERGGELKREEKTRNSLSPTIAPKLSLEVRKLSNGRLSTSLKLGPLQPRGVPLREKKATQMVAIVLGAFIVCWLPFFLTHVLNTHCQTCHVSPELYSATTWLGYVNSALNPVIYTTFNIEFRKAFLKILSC
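Agonist-mode cell screen: cells plated at 1500/well and incubated overnight at 37 °C, then exposed to library compounds for 90 min at 37 °C. Detection reagent was added for 30–60 min at room temperature, and luminescence was read.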
KB-3-1 cytotox: kills parental KB-3-1 adenocarcinoma cells; KB-3-1 viability, CellTiter-Glo ATP luminescence, 72 h; hit rate 1.4% among 400,000; Potency, µM (titrated, usually from 46.1 µM), inactives show at the highest dose activity change, negative = cytotoxic, usual class: cytotoxic; further: potency means the concentration at half of the fitted maximal effect; on the % scale 0 is the no-effect control and ±100 the full control effect; nearly all actives have a fitted effect of over 60% in size
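Cytotoxicity in the drug-sensitive parental line KB-3-1 was scored as loss of CellTiter-Glo luminescence following 72 h incubation with compound. Values come from curve fitting of normalized concentration-response data.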
SW480 rerep: induces DNA re-replication in SW480 colon adenocarcinoma cells; SW480 DNA re-replication, Hoechst DNA content imaging, 48 h; Potency, µM (highest dose often 46.1 µM), without a hit: at the highest dose re-replication activation, most hits filed as activators; hit rate 1.8% among 340,000; further: potency means the concentration at half of the fitted maximal effect; % of control where 0% means no effect; nearly all actives have a fitted effect of over 55% in size
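Per well, 250 cells were exposed to pinned compound for 48 hr. Nuclear DNA was visualised with Hoechst (40 min, 37 C) and total object intensity recorded by fluorescence scanning.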
HT1080 IDH1KD tx: kills HT-1080 cells with IDH1 knockdown | Potency, µM (top dose mostly 46.1 µM), for the others: at the highest dose activity, negative = toxicity, most hits filed as cytotoxic | AID 686971 | HT-1080 IDH1 knockdown viability, ATP luminescence, 48 h | hit rate 2% among 360,000;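 further: potency means the concentration at half of the fitted maximal effect; 0% = DMSO wells and -100% = cell-free medium wells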
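CellTiter-Glo luminescence after 48 h compound exposure at 37 degrees C of IDH1-knockdown HT-1080 cells in 5% FBS RPMI. %Activity scaled between DMSO wells and cell-free media wells, with curves fitted and assigned curve classes.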
KB-V1 MDR tox: kills drug-selected multidrug resistant KB-V1 cells; KB-V1 MDR cells viability, CellTiter-Glo, 72 h; Potency, µM (titrated, usually from 46.1 µM), for inactives: at the highest dose activity change, negative = cytotoxicity, most hits filed as cytotoxic; hit rate 3.4% among 400,000; further: potency means the concentration at half of the fitted maximal effect; on the % scale 0 is the no-effect control and ±100 the full control effect; nearly all actives have a fitted effect of over 60% in size
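qHTS viability screen in drug-selected KB-V1 MDR cells: 72 h compound treatment at 37 degrees C, ATP luminescence end point.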
Numbers without * were called inactive; ? = inconclusive; · = not tested or not shown; [ ] = another dose, or the depositor's remark. Unless noted, the call rests on the fitted dose curve; in most records, active means well fitted curve in the direction sought with a large enough effect; inconclusive means small, poorly fitted or top-dose-only effect, or another doubt; inactive means no such curve, though single readings can be large; an effect the other way counts as inactive or inconclusive.

SMILES	HT1080-NT tox	MCF10A rerep	GLP1R cytotox	IL1B secr inh	D3 ag	KB-3-1 cytotox	SW480 rerep	HT1080 IDH1KD tx	KB-V1 MDR tox
Cc1cccc(C(=O)O/N=C(\N)c2ccc(Br)cc2)c1	2%	9%	-10%	7	2	-1%	-12%[9.22 µM]	1%	10%
CCCc1cc2c(cc1NC(=O)c1ccc(C(C)(C)C)cc1)OCO2	-12%	6%	0%[1.53 µM]	-10	-9	13%	15%	-19%	?
C=C(C)C1Cc2c(C)nn(-c3cccc4cccnc34)c2C1 (stereo unspecified)	-5%	13%	?	67	13	?	2%	-24%	-23%
COc1cc(C2c3c(-c4ccc(C)cc4)n[nH]c3C(=O)N2c2ccc(F)cc2)ccc1O (stereo unspecified)	·	·	5%	·	6	-13%	·	·	-15%
O=C(NCc1ccccc1)C(C1CC1)n1c(-c2cccs2)nc2ccccc21 (stereo unspecified)	8%	·	4%	10	5	11%	·	10%	?
CCN(CC)C(=O)Cn1c(=O)n(Cc2ccc(C(=O)NCCc3ccc(OC)c(OC)c3)cc2)c(=O)c2ccccc21	·	·	-3%	·	1	1%	·	·	?
CCc1nnc(NC(=O)CSc2nnc(COc3ccc(C#N)cc3)n2-c2ccccc2)s1	-20%	3%	-3%	62	-2	6%	-1%	1%	-1%
CC(C)N(C(=O)[C@H]1C[C@H](CC(=O)NCc2ccco2)C(=O)N2CCc3c([nH]c4ccc(Cl)cc34)[C@]12C)C(C)C	?	?	-10%	-2	2	?	12%	?	?
CCOC(=O)C1CCN(C(=O)C2CCN(S(=O)(=O)N3CCC4(CC3)OCCO4)CC2)CC1	4%	1%	-2%	0	5	-1%	-3%	0%	2%
O=C(CSc1oc(-c2ccc(F)cc2)nc1S(=O)(=O)c1ccc(F)cc1)NCC1CCCO1 (stereo unspecified)	17%	8%	1%	5	2	3%	-1%	0%	-22%
Cc1ccc(SC(CC(=O)c2ccc(F)cc2)C(=O)O)cc1 (stereo unspecified)	0%	?	-2%	-96*	-1	2%	-3%	0%	7%
CCSC1=C(C#N)C2(CCCCC2)C(C#N)=C(N)N1	-17%	3%	0%	6	-1	?	-6%	-7%[9.24 µM]	?
CC(C)c1cc(C(=O)O)n[nH]1	3%	1%	10%	-11	18	19%	-10%	5%	21%
C[C@H]1CN([C@@H](C)CO)S(=O)(=O)c2ccc(C#CC3CC3)cc2O[C@H]1CN(C)C(=O)c1cccnc1	-14%	·	-18%	-1	0	-11%	·	-5%	-6%
CN1CCN(S(=O)(=O)c2ccc(C(=O)NC3CCCCC3)cc2)CC1	0%	3%	2%	8	-19	-3%	4%[1.84 µM]	-5%	-11%
Cn1[nH]c(CSc2ccc(Cl)cc2)cc1=O	17%	?	11%	0	3	5%	-25%	-8%	6%
COc1ccc(C2CC(c3cccs3)=NN2C(=S)Nc2ccccc2)cc1OC (stereo unspecified)	5%	5%	4%	-21	-10	6%	-1%	8%	-29%
CCSc1nc2ccccc2c(=O)n1Cc1ccc(F)cc1	1%	21%	19%	2	5	-2%	-2%	-21%	?
Cc1cccc(OCCn2c(SCC(=O)O)nc3ccccc32)c1	·	·	-18%	·	-9	3%	·	·	-3%
O=C(CCN1CCOCC1)c1ccc(N2CCCCC2)cc1	-29%	?	-9%	-73*	-50	?	18%	-2%	-11%
CNC(=S)NC1CC2CCCC(C1)N2Cc1ccc(C)cc1 (stereo unspecified)	-3%	?	-5%	-12	-9	-4%	-49%[inhibitor]	-2%	-16%
O=C(NCCSc1c(-c2ccc(Cl)cc2)[nH]c2ccccc12)c1ccc(S(=O)(=O)N2CCOCC2)cc1	·	·	6%	·	1	-5%	·	·	-4%
O=C(CSc1nc(-c2ccccc2)nc2ccccc12)Nc1nccs1	?	-10%	-6%	-3	-5	-14%	-2%	-24%[9.24 µM]	-11%
Cc1ccc(-c2nnn(CC(=O)Nc3ccc(S(=O)(=O)N4CCC(C)CC4)cc3)n2)cc1	23µM*	2%	-12%	0	3	-24%	8%	12µM*	?
Cc1ccc(S(=O)(=O)N2CCc3ccccc3C2)cc1C	4%	2%	24%	-18	-2	3%	-9%	9%	-7%
(list continues)
SMILES	HT1080-NT tox	MCF10A rerep	GLP1R cytotox	IL1B secr inh	D3 ag	KB-3-1 cytotox	SW480 rerep	HT1080 IDH1KD tx	KB-V1 MDR tox
O=C(O)C1CCCCC1C(=O)Nc1cnn(Cc2ccccc2)c1 (stereo unspecified)	10%	2%	-1%	17	2	0%	-1%	10%	7%
COc1ccccc1CNC(c1ccccc1)c1ccccc1	5%	-2%	4%	3	-4	9%	2%	-1%	-1%
COc1ccc([C@H]2CC(=O)C=C(c3ccc(-c4ccccc4)cc3)C2)cc1OC	-5%	14%	25%	27	-1	-3%	-1%	8%	-7%
COc1cccc(-c2noc(CCCC(=O)N3CCOCC3)n2)c1	3%	-1%	4%	16	-3	0%	-9%	-1%	27%
Cc1ccc2c(cnn2C(=O)CCCC(=O)NC(C)c2ccccc2)c1 (stereo unspecified)	26%	0%	5%	-9	-11	3%	2%	10%	10%
CCOc1cc(/C=C2/C(=N)N3N=C(C)SC3=NC2=O)ccc1OS(=O)(=O)c1ccc(C)cc1	?	?	-5%	5	-3	8%	?	-17%	23%
CC(=O)Nc1nc(-c2cccc3ccccc23)cs1	-11%	?	7%	-10	-12	-7%	16%	-5%	-13%
COc1ccc(S(N)(=O)=O)cc1C(=O)NCC(C)(C)N1CCOCC1	22%	-2%	0%	-1	-7	-2%	-8%	18%	-9%
COc1ccccc1NC(=O)CSc1ccc(-c2cccs2)nn1	-11%	0%	4%	15	1	14%	-1%	-3%	?
CCCSc1nc(N)nc(-c2cccs2)c1C#N	-10%	6%	20%	-3	-3	11%	9%	-22%	0%
Cc1ccc(CNC(=O)CSc2nnc(CNC(=O)c3ccccc3)o2)cc1	0%	2%	-9%	-73*	1	0%	1%	0%	-2%
CCN(CC)S(=O)(=O)c1ccc(N2CCOCC2)c(NC(=O)C2CCCC2)c1	13%	-7%	-8%	15	4	1%	-2%	16%	3%
COc1ccc(CNC(=O)Nc2cccc(C(F)(F)F)c2)cc1OC	1%	12%	0%	3	-5	7%	-4%	-7%	11%
Cc1cc(NS(=O)(=O)c2ccc(NC(=O)COc3ccccc3[N+](=O)[O-])cc2)no1	0%	-12%	-2%	11	7	·	-5%	1%	·
S=C(Nc1ccccc1Cl)N1CCN(Cc2ccccc2)CC1	14%	-135%[inhibitor]	4%	11	-7	-10%	-228%[inhibitor]	3%	?
CCc1nn(CC(=O)N2CCN(c3cccc(C(F)(F)F)c3)CC2)c(=O)c2cc3occc3n12	·	·	0%	·	-13	5%	·	·	24%
CC(C)NC(=O)N(C)C[C@H]1Oc2c(NS(=O)(=O)c3ccccc3)cccc2C(=O)N([C@H](C)CO)C[C@@H]1C	18%	3%	1%	11	4	23%	7%	17%	12%
O=C(Nc1nc2ccccc2[nH]1)c1ccccc1	?	4%	-6%	12	2	?	3%	?	?
CC(C)OC(=O)CSc1nnc(-c2ccc(Cl)cc2Cl)o1	21%	1%	-3%	6	1	-3%	-3%	18%	?
COC(=O)CNC(=O)C1CCN(c2nc(C)cc(C)n2)CC1	11%	1%	-18%	3	-5	1%	-11%	6%	15%
NS(=O)(=O)c1ccc(NC(=O)CSc2nnc(-c3cnccn3)n2-c2ccccc2)cc1	-1%	0%	-3%	0	0	17%	-4%	2%	-9%
CC(=O)OC1COC(n2c(O)c(N=NC(N)=S)c3ccccc32)C(OC(C)=O)C1OC(C)=O (stereo unspecified)	8%	0.65µM*	2%	7	-2	12%	?	13%	?
NC(=O)NC(CC(=O)NCc1ccc2c(c1)OCO2)c1ccccc1Cl (stereo unspecified)	-12%	-25%	0%	12	-12	9%	2%	2%	3%
Cc1ccccc1OCCC(=O)OCC(=O)Nc1ccc2[nH]c(=O)[nH]c2c1	0%	-2%	4%	8	-5	3%	-56%[inhibitor]	6%	19%
CCOC(=O)c1noc2ncn(CC(=O)Nc3cccc(C(F)(F)F)c3)c(=O)c12	·	·	-2%	·	-4	3%	·	·	-2%
(list continues)
SMILES	HT1080-NT tox	MCF10A rerep	GLP1R cytotox	IL1B secr inh	D3 ag	KB-3-1 cytotox	SW480 rerep	HT1080 IDH1KD tx	KB-V1 MDR tox
COc1ccc(NC(=O)CSc2sc3c(O)cc(=O)[nH]c3c2C#N)c(OC)c1	-1%	-28%	7%	36	6	12%	-11%	-3%	28%
Cc1ccc(N(CCC#N)C(=O)COC(=O)c2ccccn2)cc1	11%	-1%	-4%	21	8	1%	0%	3%	12%
O=C(CCNS(=O)(=O)c1ccc(F)c(Cl)c1)NCc1ccccc1F	7%	3%	2%	11	3	-5%	-1%	7%	?
CC(C#N)OC(=O)c1cccnc1SCC(=O)Nc1ccc2c(c1)OCO2 (stereo unspecified)	-20%	8%	-5%	44	8	1%	-1%	-18%	4%
COc1ccc(OC)c(NC(=O)c2cnn(-c3ccccc3Cl)c2NC(=O)c2ccco2)c1	1%	16%	5%	-6	11	10%	-4%	-5%	12%
COc1cc(OC)cc(-c2c(C#Cc3ccsc3)c3cc(-c4cc(F)cc(F)c4)ccc3n2C)c1	7%	18%	?	14	6	2%	-1%	1%	11%
O=C(CP(=O)(O)CC(=O)c1ccccc1)c1ccccc1	11%	4%	9%	-3	-8	23%	4%	11%	4%
Cc1cccc(Nc2nc(N)nc(CN3CCN(c4ccccc4)CC3)n2)c1	-6%	0%	-7%	-5	7	22%	-7%	-2%	15µM*
COc1cc2c(cc1OC)C(C1C(=O)CCCC1=O)N(C(=O)CCl)CC2 (stereo unspecified)	3%	9%	6%	33	-2	1%	-8%	0%	4%
COC(=O)c1ccc(COC(=O)c2cccnc2Cl)cc1	-3%	-4%	-1%	-4	6	-7%	-12%	6%	19%

This is a random part of the collection, and some 11% of all compounds hit somewhere here.
